Screens (PubChem)
BoNT A protease: inhibitors of Botulinum neurotoxin A light chain protease. multiplex microsphere protease substrate cleavage, flow cytometry. inhibition, % at 10 µM. hit rate 0.17% among 360,000; further: plate controls were buffer without enzyme for full effect and enzyme alone for no effect
UGM FP inh: blocks M. tuberculosis UGM enzyme; P9WIQ1; purified UGM, fluorescence polarization probe displacement; inhibition, % at 10 µM; hit rate 0.06% among 320,000; AID 504406; in the data active means inhibition above about 10%, passing the limit was not always enough; inconclusive means no clear call, values can overlap the other calls
PfHsp40 rescue: restores yeast growth despite PfHsp40 toxicity; growth rescue, % at 12.5 µM; hit rate 0.68% among 340,000; AID 504582; S. cerevisiae expressing PfHsp40, growth rescue, ATP luminescence; in the data active means growth rescue above about 28%, passing the limit was not always enough; inconclusive means no clear call, values can overlap the other calls;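 further: yeast W303a lacking pdr1 and pdr3 grown in galactose medium; growth measured after three days at 30 °C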
BoNT-F LC inh: blocks Botulinum neurotoxin F light chain protease | inhibition, % at 10 µM | Multiplex microsphere protease cleavage assay, flow cytometry | AID 588497 | hit rate 0.22% among 360,000; in the data active means inhibition above about 35%, passing the limit was not always enough; inconclusive means no clear call, values can overlap the other calls; further: plate controls were buffer without enzyme for full effect and enzyme alone for no effect
Anthrax LF inh2: inhibitors of Bacillus anthracis lethal factor protease | AID 588501 | inhibition, % at 10 µM | hit rate 0.12% among 360,000 | multiplex microsphere protease cleavage assay, LF | P15917; further: plate controls were buffer without enzyme for full effect and enzyme alone for no effect
Target sequence (P15917 whole entry, looked up): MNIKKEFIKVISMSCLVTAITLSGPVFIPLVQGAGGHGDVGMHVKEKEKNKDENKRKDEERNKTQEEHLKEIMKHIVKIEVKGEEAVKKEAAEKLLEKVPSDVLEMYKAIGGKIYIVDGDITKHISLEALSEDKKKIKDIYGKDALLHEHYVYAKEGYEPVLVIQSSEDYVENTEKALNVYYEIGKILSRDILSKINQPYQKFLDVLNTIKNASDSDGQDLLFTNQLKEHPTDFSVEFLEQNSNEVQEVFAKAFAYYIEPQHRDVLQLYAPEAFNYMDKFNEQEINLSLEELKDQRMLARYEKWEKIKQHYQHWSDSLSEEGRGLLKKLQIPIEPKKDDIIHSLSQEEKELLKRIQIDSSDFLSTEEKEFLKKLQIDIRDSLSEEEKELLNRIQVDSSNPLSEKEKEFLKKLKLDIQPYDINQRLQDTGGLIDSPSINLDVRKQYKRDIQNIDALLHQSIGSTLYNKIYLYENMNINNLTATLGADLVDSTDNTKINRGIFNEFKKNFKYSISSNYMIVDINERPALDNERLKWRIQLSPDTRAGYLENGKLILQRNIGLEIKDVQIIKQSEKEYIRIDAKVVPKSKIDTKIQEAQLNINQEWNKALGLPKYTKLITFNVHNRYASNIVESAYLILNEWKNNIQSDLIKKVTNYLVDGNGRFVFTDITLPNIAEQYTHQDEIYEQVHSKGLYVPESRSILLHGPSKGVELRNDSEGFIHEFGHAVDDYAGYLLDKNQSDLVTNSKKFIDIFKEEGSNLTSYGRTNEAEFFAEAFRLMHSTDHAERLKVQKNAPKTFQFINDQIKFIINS
GDH-TPI counter: GDH-TPI coupled enzyme inhibition counter-screen | GDH-TPI coupled enzyme counterscreen, NADH absorbance | inhibition, % at 4.8 µM | hit rate 1.2% among 360,000; in the data active means inhibition above about 30%;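 further: 0% = DMSO wells and 100% = wells lacking the enzyme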
Mtb BioA inh: BioA (M. tuberculosis) enzyme inhibition. purified M. tuberculosis BioA enzyme, plate reader. inhibition, % at 9.99 µM. hit rate 0.096% among 360,000; in the data active means inhibition above about 40%; inconclusive means no clear call, values can overlap the other calls
FadD28 FP inh: M. tuberculosis FadD28 bisubstrate binding inhibition | FadD28 bisubstrate probe binding, fluorescence polarization | inhibition, % at 12.5 µM | hit rate 0.22% among 360,000 | AID 588549; in the data active means inhibition above about 8.5%, passing the limit was not always enough; inconclusive means no clear call, values can overlap the other calls
Mtb FBA inh: inhibits M. tuberculosis FBA enzyme. inhibition, % at 1 µM. purified M. tuberculosis FBA, fluorescence read-out. hit rate 2.3% among 360,000. P9WQA3; in the data active means inhibition above about 27%;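 further: 0% = vehicle and 100% = reference inhibitor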
Active calls of the source: *; ? = inconclusive; · = not tested or not shown; & = joins results of further samples. Unless noted, no stated cut-off is given here; in the data, active means inhibition above about 30%; inconclusive means no clear call, values can overlap the other calls; inactive means below that.

The opening seven compounds, ahead of the listing:
Molecule	BoNT A protease	UGM FP inh	PfHsp40 rescue	BoNT-F LC inh	Anthrax LF inh2	GDH-TPI counter	Mtb BioA inh	FadD28 FP inh	Mtb FBA inh
O=C(Nc1ccc(Cl)cc1)C1C2CCC3C(CCC21)C3(Cl)Cl (configuration not stated)	0.3	·	1.4	-5	-2	7	-0.9	-20	1
O=C(CSc1nnc(CNC(=O)c2cccc(C(F)(F)F)c2)o1)NC1CCCC1	3.0	-2.1	-0.2	8	-5	4	-1.5	-0.2	-2
Cc1ccc(-c2nnn3c2nc(Cl)c2ccccc23)cc1	-1.1	·	-1.8	-7	3	1	·	-4.1	4
CCN(CC(=O)NCc1ccc(F)cc1)C(=O)c1ccc(COc2ccccc2)cc1	0.4	3.4	0.4	-4	14	8	-0.5	-1.3	0
COc1ccc2c(CC(=O)Nc3ncc(C)s3)coc2c1	0.8	-0.2	-0.1	-3	-3	6	-1.7	-1.1	-1
CCOc1ccccc1N=C1NC(=O)CS1	?	1.2	0.5	-2	-1	15	9.7	-0.9	-1
Cc1cnc(C(=O)N2CCCC(N3CCN(c4ccccc4C)CC3)C2)cn1 (configuration not stated)	-3.4	0.1	0.9	-4	-5	-8	-1.1	-1.6	1

The whole of this part, from the start:
Molecule	BoNT A protease	UGM FP inh	PfHsp40 rescue	BoNT-F LC inh	Anthrax LF inh2	GDH-TPI counter	Mtb BioA inh	FadD28 FP inh	Mtb FBA inh
O=C(Nc1ccc(Cl)cc1)C1C2CCC3C(CCC21)C3(Cl)Cl (configuration not stated)	0.3	·	1.4	-5	-2	7	-0.9	-20	1
O=C(CSc1nnc(CNC(=O)c2cccc(C(F)(F)F)c2)o1)NC1CCCC1	3.0	-2.1	-0.2	8	-5	4	-1.5	-0.2	-2
Cc1ccc(-c2nnn3c2nc(Cl)c2ccccc23)cc1	-1.1	·	-1.8	-7	3	1	·	-4.1	4
CCN(CC(=O)NCc1ccc(F)cc1)C(=O)c1ccc(COc2ccccc2)cc1	0.4	3.4	0.4	-4	14	8	-0.5	-1.3	0
COc1ccc2c(CC(=O)Nc3ncc(C)s3)coc2c1	0.8	-0.2	-0.1	-3	-3	6	-1.7	-1.1	-1
CCOc1ccccc1N=C1NC(=O)CS1	?	1.2	0.5	-2	-1	15	9.7	-0.9	-1
Cc1cnc(C(=O)N2CCCC(N3CCN(c4ccccc4C)CC3)C2)cn1 (configuration not stated)	-3.4	0.1	0.9	-4	-5	-8	-1.1	-1.6	1
COc1cc2cc(/C=C/C(=O)c3ccco3)c(Cl)nc2cc1OC	7.4	2.3	-0.4	9	4	14	17	-4.5	6
C=CCN1C(=O)C(Cc2ccc(SC(F)F)cc2)SC1=Nc1ccc(C(=O)O)cc1 (configuration not stated)	-0.1	0.1	-0.6	-4	1	4	-5.9	0.7	1
COc1ccc(CC(=O)N2CCN=C2SCc2ccc([N+](=O)[O-])cc2)cc1	-0.4	-0.7	0.9	-3	0	6	·	-1.6	-4
COc1ccc(NC(=O)N(C)C[C@H]2OCc3cnnn3CCCC(=O)N([C@@H](C)CO)C[C@H]2C)cc1	0.0	·	·	1	4	-5	0.0&-1.2	-3.1	0
CC(C(=O)Nc1ccc(F)c(F)c1F)N1CCCCCC1 (configuration not stated)	-1.4	-1.7	-0.6	-19	0	-7	1.2	-6.4	0
Cc1cccc(C(=O)NNC(=O)c2ccc(S(=O)(=O)N3CCOCC3)cc2)c1	-2.7	-0.2	-1.4	10	5	7	-0.9	-0.6	3
Cc1ccccc1OCCC(=O)Nc1cccc(S(=O)(=O)Nc2ccccc2Cl)c1	0.2	-0.2	5.9	3	0	-6	·	-1.3	2
Cc1ccc(NC(=O)CCN2CCCCC2)cc1	-1.7	-0.3	-0.7	18	18	-11	-0.7	0.0	2
CC(C)(C)C1CCC(OCC(O)CN2CCCC2)CC1 (configuration not stated)	-0.4	-1.3	-0.5	-4	-1	-2	0.9	-4.9	2
C#CC[N+]1(CC#Cc2ccccc2)CCOCC1	0.9	0.4	1.4	-4	0	8	-2.3	-1.1	2
O=C(CCCn1c(=O)[nH]c2cc(Cl)ccc2c1=O)NC1CCCCCCC1	0.2	-1.0	-1.6	-13	2	7	1.9	-1.8	-1
CCN(CC)CCN1C(=O)C(=O)/C(=C(/O)c2c(C)[nH]c(C(=O)OC)c2C)C1c1ccc(OC)cc1 (configuration not stated)	-5.9	1.6	0.2	-20	-5	23	0.1	-3.4	0
CCCCOP(=O)(c1ccc(N(C)C)cc1)C(O)c1cc(OC)c(OC)c(OC)c1 (configuration not stated)	-0.7	3.5	-1.1	-3	-9	-5	-0.3	-2.6	0
CC(NC(=O)COc1ccc(Br)cc1)C1CCCO1 (configuration not stated)	0.1	0.7	-0.8	-1	-1	9	-1.3	-1.0	-2
Cc1cc(C)cc(NC(=S)N(CCN(C)C)Cc2cccs2)c1	-0.1	3.0	-0.1	2	-2	-6	0.9	-3.7	2
NS(=O)(=O)c1ccc(CCNc2nc(CN3CCOCC3)nc3sc4c(c23)CCC4)cc1	0.5	1.6	-0.7	2	-2	5	·	-0.6	22
Cc1c(NC(=O)C(C)OC(=O)CC2Sc3ccccc3NC2=O)c(=O)n(-c2ccccc2)n1C (configuration not stated)	0.0	1.6	0.2	-7	-11	3	-1.1	-0.5	1
CCCN(C(=O)c1cn(CC)c2nc(C)ccc2c1=O)c1c(N)n(Cc2ccccc2)c(=O)[nH]c1=O	0.2	0.5	0.3	-2	1	6	·	-2.0	4
Cc1ccc(-n2c(=O)c3sccc3n(Cc3cc(=O)n4ccccc4n3)c2=O)cc1	-0.5	0.3	-0.1	-13	0	16	·	-2.0	14
COc1cccc(-c2ccnc3[nH]n(-c4ccccc4)c(=O)c23)c1	-3.4	-0.9	-1.1	-24	1	8	-0.5	-4.0	-3
CC(=O)N1CCN(S(=O)(=O)c2cccc(C(=O)Nc3nccs3)c2)CC1	-0.1	-0.5	0.1	-4	-5	6	·	0.9	3
CCCCCCCCCCCC(=O)NC(Cc1ccc(OC)c([N+](=O)[O-])c1)C(=O)O (configuration not stated)	-2.2	-3.0	1.1	?	5	-2	·	-2.9	-4
CCCCNC(=S)NNC(=O)c1ccoc1C	-0.3	1.6	-2.7	-14	-4	-1	1.6	-0.9	2

Other compounds
Molecule	BoNT A protease	UGM FP inh	PfHsp40 rescue	BoNT-F LC inh	Anthrax LF inh2	GDH-TPI counter	Mtb BioA inh	FadD28 FP inh	Mtb FBA inh
O=C(CN(C(=O)c1csnn1)c1ccc(Cl)cc1)NCc1ccc2c(c1)OCO2	-3.2	1.5	0.2	-17	3	-2	·	·	2
C[C@H](NC(=O)C1(c2ccccc2)CCN(C(=O)[C@H]2CSCN2C(=O)OC(C)(C)C)CC1)C(=O)O	-0.5	-1.3	0.4	-20	-2	-2	-2.4	-0.6	1
O=C(CC(Cc1ccccc1)C(=O)O)Nc1cccc(C(F)(F)F)c1 (configuration not stated)	-2.9	-0.6	-2.4	3	-2	15	-0.2	·	-1
CC12CCC(=O)C=C1CCC1C2CCC2(C)C(c3csc(N)n3)CCC12 (configuration not stated)	0.1	·	5.5	2	2	-3	-0.9	-2.0	-2
CCOc1ccc(C(=O)N2CCCCCC2)cc1	-0.1	-1.4	1.5	2	-3	8	-0.1	0.0	3
O=C(Nc1ccc(-c2nc3ccccc3o2)cc1)c1ccc(N2C(=O)C3C4C=CC(C4)C3C2=O)cc1 (configuration not stated)	-0.2	-0.9	-0.1	4	0	21	-3.3	1.7	2
Cc1noc(C)c1COc1ccc(C(=O)NCCc2ccc(F)cc2)cc1	-0.1	-2.2	1.2	-5	2	7	0.8	-4.4	-1
COc1ccc(-n2c(=O)c(CCC(=O)N3CCN(c4cccc(OC)c4)CC3)nc3ccccc32)cc1	0.3	·	·	8	-4	4	-3.5	-0.8	1
Cc1nc2ccc(NC(=O)Cc3c(F)cccc3Cl)cc2s1	-0.2	0.0	0.0	4	2	3	·	0.5	0
Cc1ccsc1C(=O)N1CCC1(C)C(=O)NCCC#N (configuration not stated)	-0.2	·	·	6	2	5	-0.1	-0.2	-3
CC1Cc2ccccc2N1C(=O)COC(=O)c1ccc(Br)o1 (configuration not stated)	-0.3	-0.9	-0.7	-7	-2	2	·	-0.8	3
CC1(C)C(=O)NCCN1C(=O)c1ccc2nc(Cc3ccccc3F)oc2c1	-2.0	2.2	1.1	0	-2	6	-2.5	-1.0	3
CN1CC(=O)N2C(c3cccc([N+](=O)[O-])c3)c3[nH]c4ccccc4c3C[C@H]2C1=O (some centres not stated)	0.1	3.0	-0.3	-1	5	1	-2.1	1.9	1
CN(Cc1ccco1)C(=O)c1cccc(S(=O)(=O)N2CCN(Cc3ccccc3)CC2)c1	0.0	·	·	0	-2	-7	0.7	-2.0	1
CCCCN1CC(=O)N2[C@H]3c4cc(C)ccc4OC[C@@H]3[C@H](C(=O)OCC)[C@]2(C)C1=O	-0.8	1.6	-1.4	-7	-7	9	-1.9	-1.2	6
COCCn1c(N)c(N(Cc2ccccc2)C(=O)c2ccc3ccccc3c2)c(=O)[nH]c1=O	1.0	-2.7	-1.3	6	2	1	0.3	0.0	-1
CN(CC(=O)O)C(=O)c1ccccc1	-1.1	·	-0.7	-16	-2	5	0.7	-0.4	2
COc1ccc(Nc2ncc(F)c(N3CCOCC3)n2)cc1	-0.2	0.9	-0.6	-5	-6	-2	·	0.0	3
CCC(C)NC(=O)CCc1nc2ccccc2n1-c1ccccc1 (configuration not stated)	-1.2	-2.4	1.0	2	-1	4	-1.2	-2.1	3
CC(=O)Nc1ccc(SCC(=O)c2cc(C)n(C)c2C)cc1	0.1	7.3	-0.7	-9	-4	-7	·	-4.1	0
CCCNC(=O)NC(=O)COC(=O)c1cccc(NS(=O)(=O)c2ccc(F)c(F)c2)c1	-0.4	-5.0	0.6	0	3	1	-1.4	-1.6	3
O=C1NCN(c2ccccc2)C12CCN(C(c1nnnn1C1CCCC1)C1CC1)CC2 (configuration not stated)	-0.2	·	·	-3	7	·	2.9	-3.0	-2
Cc1ccc(C)c(NC(=S)N2CCN(CCO)CC2)c1	0.8	-3.1	0.6	5	-1	0	·	-1.2	6
CN1CCN(NC(=O)c2cc(S(=O)(=O)Nc3ccc(Cl)cc3)ccc2Cl)CC1	-1.2	1.3	0.3	-2	-5	3	·	0.1	3
